Source: PubChem (several laboratories)
ABHD5 PLIN5 PPI: inhibitors of human ABHD5-perilipin-5 interaction; Q00G26+Q8WTS1; Split G. princeps luciferase complementation, luminescence, 4 h; inhibition, % at 4 µM; 360,000 tested, 0.78% active; AID 602281;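 active means inhibition above the mean inhibition across every tested compound plus 3 SD, cut at about 22% in these data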;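 further: 0% = DMSO only wells and the 100% control is not disclosed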
TLR9-MyD88 block: blocks human TLR9 binding to MyD88; CHO BLA complementation TLR9-MyD88, CCF4 FRET ratio; inhibition, % at 4.98 µM; 340,000 tested, 0.21% active; AID 504734;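 active means inhibition above the mean over all tested compounds plus 3 SD, cut at about 21% in these data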;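 further: 0% = DMSO only wells and 100% = clavulanate BLA inhibitor control wells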
NOD2 RIPK2 PPI: NOD2-RIPK2 protein interaction inhibition; O43353; CHO BLA complementation NOD2-RIPK2, CCF4 ratio; inhibition, % at 4.98 µM; 360,000 tested, 0.38% active; AID 624267; in the data active means inhibition above about 21%;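 further: 0% = vehicle only and 100% = reference blocker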
LMP1 NFkB inh: inhibitors of Epstein-Barr LMP1-induced NF-kappaB reporter; 350,000 tested, 0.69% active; inhibition, % at 12.5 µM; LMP1-induced NF-kappaB luciferase reporter cells, luminescence; in the data active means inhibition above about 41%;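 further: 0% = neutral control wells and 100% = reference inhibitor control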
NCOA2 inhibitor: inhibits human steroid receptor coactivator 2; 370,000 tested, 0.17% active; HEK293 GAL4-SRC2 luciferase reporter, luminescence; AID 651957; inhibition, % at 9 µM;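 active means inhibition above the mean inhibition of all tested compounds plus 3 SD, set per campaign, cut at about 52% in these data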;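 further: 0% = DMSO treated cells and 100% = cells given Gossypol at 36 µM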
Target sequence (Q15596 whole entry, looked up, the tested form may be a part): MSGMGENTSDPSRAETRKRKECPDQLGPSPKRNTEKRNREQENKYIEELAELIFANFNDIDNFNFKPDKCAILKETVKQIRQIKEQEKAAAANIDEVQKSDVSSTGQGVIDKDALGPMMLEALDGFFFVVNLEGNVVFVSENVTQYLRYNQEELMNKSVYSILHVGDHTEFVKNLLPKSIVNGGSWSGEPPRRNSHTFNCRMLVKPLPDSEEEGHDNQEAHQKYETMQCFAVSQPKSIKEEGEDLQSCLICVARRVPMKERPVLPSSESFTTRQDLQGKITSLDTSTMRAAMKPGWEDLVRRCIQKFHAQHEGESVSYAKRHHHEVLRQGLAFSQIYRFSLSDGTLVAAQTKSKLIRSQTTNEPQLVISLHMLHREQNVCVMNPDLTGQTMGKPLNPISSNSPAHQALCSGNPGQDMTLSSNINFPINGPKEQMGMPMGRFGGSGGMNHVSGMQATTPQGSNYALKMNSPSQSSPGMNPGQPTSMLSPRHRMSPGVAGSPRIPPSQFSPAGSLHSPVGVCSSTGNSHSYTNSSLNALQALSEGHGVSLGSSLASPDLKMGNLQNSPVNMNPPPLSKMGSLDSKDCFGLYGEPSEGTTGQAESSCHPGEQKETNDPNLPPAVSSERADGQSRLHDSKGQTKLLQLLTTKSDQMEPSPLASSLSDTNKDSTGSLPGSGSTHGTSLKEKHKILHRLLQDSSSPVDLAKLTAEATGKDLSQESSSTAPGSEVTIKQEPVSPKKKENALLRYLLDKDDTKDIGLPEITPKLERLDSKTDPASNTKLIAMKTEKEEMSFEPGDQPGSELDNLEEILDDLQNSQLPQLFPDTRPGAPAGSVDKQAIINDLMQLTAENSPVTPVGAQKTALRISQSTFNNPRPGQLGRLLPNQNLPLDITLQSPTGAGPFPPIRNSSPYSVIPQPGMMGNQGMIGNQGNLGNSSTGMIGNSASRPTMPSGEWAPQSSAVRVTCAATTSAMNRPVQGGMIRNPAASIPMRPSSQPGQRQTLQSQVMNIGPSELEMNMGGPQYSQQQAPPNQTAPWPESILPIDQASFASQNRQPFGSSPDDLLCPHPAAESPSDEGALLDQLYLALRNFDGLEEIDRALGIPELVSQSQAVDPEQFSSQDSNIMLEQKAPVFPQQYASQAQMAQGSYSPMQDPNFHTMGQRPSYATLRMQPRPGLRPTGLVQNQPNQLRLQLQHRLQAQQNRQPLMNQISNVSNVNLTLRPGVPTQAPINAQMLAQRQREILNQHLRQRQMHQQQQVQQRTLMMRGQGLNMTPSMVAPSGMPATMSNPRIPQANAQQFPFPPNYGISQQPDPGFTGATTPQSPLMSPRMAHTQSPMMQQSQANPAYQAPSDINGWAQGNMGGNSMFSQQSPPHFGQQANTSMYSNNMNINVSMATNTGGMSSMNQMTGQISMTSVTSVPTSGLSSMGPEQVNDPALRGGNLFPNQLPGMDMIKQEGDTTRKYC
NCOA1 inh: human NCOA1 inhibition | HEK293 GAL4-SRC1 luciferase reporter, luminescence | inhibition, % at 3.6 µM | 360,000 tested, 0.12% active | Q15788;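 active means inhibition above the campaign mean plus 3 SD, with each screening campaign given its own cutoff, cut at about 60% in these data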;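 further: 0% = DMSO treated cells and 100% = gossypol at 36 µM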
NR5A2 inv ag: NR5A2 inverse agonism in reporter assay. 360,000 tested, 0.13% active. HEK293T StAR-luciferase reporter, LRH-1 transfected, 24 h. AID 602396. inhibition, % at 3.6 µM;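 active means inhibition above the mean inhibition of all tested compounds plus 3 SD, cut at about 73% in these data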;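 further: 0% = DMSO wells and 100% = reporter-only cells lacking LRH-1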
MC4R ag barr: agonists of human melanocortin 4 receptor (MC4R) beta-arrestin; P32245; U2OS MC4R beta-arrestin complementation, luminescence; percent of melanotan II response, DMSO zero; activation, % at 8.9 µM; 360,000 tested, 0.98% active;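 active means activation above a per-plate cutoff, the mean activation of sample wells on that plate plus 3 SD, cut at about 8% in these data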
NR2F2 inh: inhibitors of human COUP-TFII (NR2F2) | AID 686940 | HEK293T NGFI-A luciferase reporter, luminescence | P24468 | 370,000 tested, 0.7% active | inhibition, % at 8.6 µM;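 active means inhibition above a per-plate cutoff, mean inhibition of test wells between control levels plus 3 SD, cut at about 38% in these data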;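 further: cells cotransfected with COUP-TFII expression vector driving the NGFI-A reporter; 0% = median of COUP-TF2 test wells and 100% = reporter-only cells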
MC4R antagonist: blocks human MC4R cAMP signaling; 360,000 tested, 0.48% active; MC4R-expressing cells, MTII-stimulated cAMP, LANCE TR-FRET; P32245; inhibition, % at 6.5 µM;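 active means inhibition above its plate's cutoff, the mean of tested wells on that plate plus 3 SD, cut at about 29% in these data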;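 further: 0% = Melanotan II alone and 100% = Melanotan II plus saturating MCL0020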
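System: U2OS cells stably expressing human melanocortin 4 receptor (MC4R). Reagent: Melanotan II challenge after compound preincubation. Doses: 6.5 µM. Times: 30-min compound, 1-h challenge, 1-h detection, room temperature. Measured by: TR-FRET with Eu-cAMP and labeled anti-cAMP, 671 nm. Replicates: singlicate.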
NCOA3 inh: inhibitors of human steroid receptor coactivator 3 (SRC3); inhibition, % at 3.6 µM; 360,000 tested, 0.17% active; HEK293 GAL4-SRC3 luciferase reporter, luminescence;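 active means inhibition above a per-campaign cutoff, the mean of all compounds plus 3 SD, cut at about 60% in these data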;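 further: 0% = DMSO-treated cells and 100% = gossypol-treated cells at 36 µM; higher means less SRC3-driven luciferase light from the GAL4 reporter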
Numbers without * were called inactive; / = no result given. This is a subset; rates above refer to the full screens.

SMILES	ABHD5 PLIN5 PPI	TLR9-MyD88 block	NOD2 RIPK2 PPI	LMP1 NFkB inh	NCOA2 inhibitor	NCOA1 inh	NR5A2 inv ag	MC4R ag barr	NR2F2 inh	MC4R antagonist	NCOA3 inh
O=C1N=c2ccccc2=C1c1sc(=S)n(-c2ccc(O)cc2)c1O	-2	12	0	4	-18	-59	8	0.6	-8	2	19
CC1=Nn2c(nnc2-c2ccccc2)SC1	-4	-25	4	8	1	-27	-1	-1.6	21	9	14
O=c1c(Cl)c(NCC2CCCO2)cnn1C12CC3CC(CC(C3)C1)C2 (configuration not stated)	-3	-8	2	-5	-2	5	10	-0.2	-24	13	10
N#Cc1ccsc1NC(=O)C1=COCCO1	2	-9	-9	8	9	-41	-7	-2.1	-3	9	-18
COc1ccc(CNC(=O)CN2C(=O)COc3ccc(S(=O)(=O)NC4CCCC4)cc32)cc1	12	-5	-7	3	8	-24	-4	2.1	-8	-2	3
S=C(Nc1ccc2nsnc2c1)N1CCCCC1	-29	-4	6	-17	-71	-86	-77	1.0	-29	7	-48
Cc1cc(=S)cc(C)n1CCCn1ccnc1	4	-4	9	-3	3	5	-1	-1.0	4	-1	14
CCN(CC)S(=O)(=O)c1ccc(Cl)c(C(=O)NCCN2CCOCC2)c1	-2	-1	2	5	-24	-6	4	-1.6	4	-2	-9
CCCCCC(=O)NNC(=O)c1c(O)c2ccccc2n(CC)c1=O	12	-3	-1	-5	-30	12	8	0.3	8	-6	-19
CC(C)c1c(C(=O)N/N=C/c2ccc3c(c2)OCO3)nnn1-c1nonc1N	4	3	-7	0	0	-16	-13	-3.5	1	-6	13
CCN(C(=O)c1cc(Cl)ccc1OC)c1ccccc1	2	-5	-5	-4	-19	-5	-4	-0.7	-4	1	-12
Cc1ccc(-c2c(C(=O)O)c(C(=O)O)c3n2CSC3)cc1	7	-3	-15	4	12	-92	12	-1.2	10	11	-11
Cc1cc(C)nc(N2CCCC(C(=O)NCC(c3ccccc3)c3ccccc3)C2)n1 (configuration not stated)	-8	-6	-3	35	9	-30	2	0.9	-1	0	5
NC(=O)NC(CC(=O)N1CCc2ccccc2C1)c1ccc(Cl)cc1 (configuration not stated)	-5	2	-2	-5	12	-6	-6	-2.9	-2	5	1
COc1ccc(CCNC(=O)C2CCN(S(=O)(=O)N3CCCCCC3)CC2)cc1OC	-4	1	6	8	-3	5	-1	-1.0	1	13	-3
O=C(Nc1ccccc1)C1C2CCC3C(CCC21)C3(Cl)Cl (configuration not stated)	-10	3	1	-4	-13	4	18	2.0	-13	3	-5
O=C(Cn1cnc2ccccc2c1=O)NC1CCS(=O)(=O)C1 (configuration not stated)	-7	-2	2	-3	-8	-1	-30	-4.1	-1	-1	-26
Cc1n[nH]c(=O)nc1NC(C)c1ccccc1 (configuration not stated)	-2	3	-2	3	-10	-15	7	-0.4	-15	2	-19
CCOC(=O)N1CCN(C(=O)c2ccc3c(c2)N(Cc2ccccc2)CCS3)CC1	-8	-5	-7	-7	10	17	-10	2.8	12	9	-34
Nc1nnnn1CC(=O)N/N=C/c1cc([N+](=O)[O-])ccc1O	-3	-7	1	8	-4	1	12	-1.7	15	-4	8
CCOc1ccc(CCNC(=O)CCc2nnc3ccc(N4CCOCC4)nn23)cc1OCC	6	-5	0	-3	0	-19	23	-0.9	-10	16	9
COc1ccc(OCCCC(=O)NCCc2nc3ccccc3[nH]2)cc1	5	2	2	-5	28	2	12	-0.3	13	1	11
O=C(OCC(=O)N1CCc2ccccc21)C1=COCCO1	8	-2	3	-4	-36	-18	-42	2.6	-8	-10	-25
CSCC(O)Cn1ncc2ccccc2c1=O (configuration not stated)	9	0	-1	-1	-9	-11	-20	-0.1	-12	13	11
CCC1C(=O)NCCN1C(=O)c1ccc(OC)c(OC2CCN(C(C)=O)CC2)c1 (configuration not stated)	2	-11	-4	-16	-15	-25	-19	-4.5	-1	6	7
CCN(CC)c1ccc(/C=N/Nc2ccccc2)c(O)c1	-2	-3	-1	-14	/	-16	-6	-1.1	/	8	-29
CCOc1ccc(NC(=S)NCCCc2ccccc2)cc1	-1	5	0	-5	-20	-10	-18	-0.2	10	5	18
CS(=O)(=O)Nc1ccccc1C(=O)Nc1ccc2c(c1)OCCO2	5	-1	2	-4	2	-18	0	-1.4	-1	4	2
CCOC(=O)c1ccc(NC(=S)Nc2ccc3[nH]c(=O)[nH]c3c2)cc1	-2	8	-1	-10	-16	2	2	-1.0	0	5	-3
CN1C(=O)N(C)C2(c3ccccc3)N(C)C(=O)NC12c1ccccc1 (configuration not stated)	7	-5	-1	-4	4	-10	13	-2.1	3	5	11

Overlap with the part before: four entries, then new ones.
SMILES	ABHD5 PLIN5 PPI	TLR9-MyD88 block	NOD2 RIPK2 PPI	LMP1 NFkB inh	NCOA2 inhibitor	NCOA1 inh	NR5A2 inv ag	MC4R ag barr	NR2F2 inh	MC4R antagonist	NCOA3 inh
CCOc1ccc(NC(=S)NCCCc2ccccc2)cc1	-1	5	0	-5	-20	-10	-18	-0.2	10	5	18
CS(=O)(=O)Nc1ccccc1C(=O)Nc1ccc2c(c1)OCCO2	5	-1	2	-4	2	-18	0	-1.4	-1	4	2
CCOC(=O)c1ccc(NC(=S)Nc2ccc3[nH]c(=O)[nH]c3c2)cc1	-2	8	-1	-10	-16	2	2	-1.0	0	5	-3
CN1C(=O)N(C)C2(c3ccccc3)N(C)C(=O)NC12c1ccccc1 (configuration not stated)	7	-5	-1	-4	4	-10	13	-2.1	3	5	11
Cc1cc(-c2ccc(C)c(S(=O)(=O)N3CCN(c4ccc(F)cc4)CC3)c2)on1	-7	3	2	29	-14	3	-5	-1.0	5	2	10
C=CCn1c(SCC(=O)NCc2ccc3c(c2)OCO3)nnc1C1COc2ccccc2O1 (configuration not stated)	-5	-1	-5	-6	11	9	1	-0.8	-4	7	-1
CCc1ccc(/C=C2\Oc3c(ccc(O)c3CN3CCN(C)CC3)C2=O)cc1	8	0	15	-4	-9	-2	1	-2.0	3	2	23
CN(c1ccccc1C(=O)NCc1ccccc1Cl)S(=O)(=O)c1ccccc1	6	-3	-5	-13	-7	2	9	-0.4	25	1	7
CCCCCC(=O)N1C[C@H](n2cc(-c3ccc(F)cc3)nn2)[C@@H](O)C[C@@H]1c1ccc(OC)cc1	-7	0	-5	2	0	-3	-11	-1.8	-2	0	-21
Cc1cc2ncn(/N=C/c3ccc([N+](=O)[O-])s3)c2cc1C	8	4	10	-3	-3	11	43	1.0	1	-12	-16
COc1ccc(C(=O)O)cc1S(=O)(=O)NCc1ccccn1	-15	-2	1	3	-6	2	-6	-1.7	16	-2	2
Oc1ccccc1Nc1ccccn1	-4	2	8	2	-1	-26	-11	-0.1	6	4	-5
CCOC(=O)N1CCN(Cc2cn[nH]c2-c2cccc3ccccc23)CC1	2	-1	-8	-5	19	14	2	1.7	28	3	7
Cc1ccc2nc(SCC(=O)Nc3ccc4c(c3)OCCO4)nc(=O)n2c1	-5	4	8	-48	16	-12	38	2.5	-4	0	-8
CCOc1ccc2ccccc2c1CNCCN1CCOCC1	16	2	-7	1	-7	19	17	0.0	-6	19	9
CCOc1cc(/C=C2/C(=O)ON=C2C)ccc1OCc1ccccc1F	8	11	1	7	-19	-7	-18	-1.6	0	18	-6
Cn1cccc1C(=O)OCC(=O)Nc1ccc2c(c1)OCCO2	-8	3	-5	38	-34	-73	-142	-1.9	-39	5	-109
Cc1ccccc1NC(=O)CNC(=O)Cc1cccc2ccccc12	3	3	-4	3	-13	-8	12	-0.5	8	5	-4
O=C(CCl)N=c1sccn1Cc1ccccc1Cl	6	-7	1	6	32	5	39	24*	-4	8	10
CCCCn1nnnc1C(c1ccccc1)N1CCN(c2ncccn2)CC1 (configuration not stated)	-2	/	-5	/	2	/	-2	/	1	/	/
CCOC(=O)c1cc2cc(C)ccc2[nH]1	-2	8	-5	-11	8	-102	-49	-2.6	-12	-8	-76
O=C(NC(=S)Nc1sc2c(c1C(=O)O)CCCC2)c1ccccc1	5	-1	35*	-16	16	-40	-82	0.3	-2	12	-22
CCCCOC(=O)C1=C(C)Nc2ncnn2C1c1cccc(OC)c1 (configuration not stated)	0	-3	-11	-13	-7	4	17	0.2	-8	8	16
COc1ccc(CC(=O)Nc2nnc(SCC(=O)NCc3ccco3)s2)cc1OC	1	4	-3	-6	-11	-21	13	-1.2	5	15	4
CC1CC=C2C(C#N)=C(N)C(C#N)(C#N)C(c3cccs3)C2C1 (configuration not stated)	-1	4	-4	7	/	-2	14	-1.0	/	6	13
COC(=O)C(NC(=O)CNS(=O)(=O)c1ccc(Br)cc1)c1ccccc1 (configuration not stated)	4	-8	2	-6	-14	-38	-9	-1.4	-5	7	-4
CC1=C(C(=O)OCCOc2ccccc2)C(c2coc3ccccc3c2=O)C2=C(CCCC2=O)N1 (configuration not stated)	-2	-5	1	0	-5	-2	-2	-4.5	10	3	15
NC(=O)[C@H]1CC2(CC(c3cccc(NC(=O)COc4ccc(Cl)cc4)c3)=NO2)CN1C(=O)[C@H]1CCC(=O)N1 (some centres not stated)	-3	10	-5	-4	-6	4	-5	-1.1	18	6	8
CCc1cc2c(=O)n(Cc3ccco3)c(SCC(=O)NCC3CCCO3)nc2s1 (configuration not stated)	8	2	-3	1	18	-3	14	-1.1	-1	-1	-11
COc1cccc(OC)c1C(=O)NC(=S)N1CCN(c2ccc(C(F)(F)F)cc2[N+](=O)[O-])CC1	3	0	2	0	10	-5	14	-0.8	10	3	-1
NC(=O)c1cc(S(=O)(=O)Nc2cccc(Cl)c2)cs1	-11	-2	-8	3	7	4	8	-0.5	5	0	0
O=C(NC(c1ccc(Cl)cc1)c1cccnc1)C1CCN(CCOc2ccc(Cl)cc2Cl)CC1 (configuration not stated)	9	/	6	/	-7	-5	6	18*	-1	4	-26
COC(=O)[C@@H](NC(=O)NCc1cccs1)C(C)C	-6	12	-5	-1	-38	0	-14	-1.8	-9	7	18
Cc1nc(C)c(C(=O)OCC(=O)Nc2ccccc2)s1	2	0	-7	-2	-25	-13	-8	0.1	-22	1	-1
Nc1nnc(SCC(=O)NNC(=O)c2ccccc2)s1	-3	-2	-3	1	13	2	0	-1.4	1	2	13
Cc1c(Br)c([N+](=O)[O-])nn1CC(=O)NCC1CCCO1 (configuration not stated)	1	3	-8	-4	-1	-1	-5	-1.3	11	3	-7
NC(=O)CC[C@H](NC(=O)OCc1ccccc1)C(=O)OCc1ccc(Cl)cc1	1	-6	8	3	-3	5	30	-1.2	8	1	7
CC(C)c1nnc(SCC(=O)N2CCOCC2)n1C	12	-2	-13	-8	-37	3	12	0.3	-4	5	-8
